hIAP activ – increases human intestinal alkaline phosphatase activity | 330,000 compounds, 0.16% hits | P09923 | activation factor at 10 µM | purified human IAP, CDP-Star luminescence, 30 min; active compounds read high; 1 = vehicle-only enzyme, 0 = enzyme-free background;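 active means activation factor of the enzyme at least 2-fold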; further: the source names both 10 and 20 µM as test concentration; values of inactives mirror those of a sister screen read the other way
Target sequence (P09923 whole entry, looked up): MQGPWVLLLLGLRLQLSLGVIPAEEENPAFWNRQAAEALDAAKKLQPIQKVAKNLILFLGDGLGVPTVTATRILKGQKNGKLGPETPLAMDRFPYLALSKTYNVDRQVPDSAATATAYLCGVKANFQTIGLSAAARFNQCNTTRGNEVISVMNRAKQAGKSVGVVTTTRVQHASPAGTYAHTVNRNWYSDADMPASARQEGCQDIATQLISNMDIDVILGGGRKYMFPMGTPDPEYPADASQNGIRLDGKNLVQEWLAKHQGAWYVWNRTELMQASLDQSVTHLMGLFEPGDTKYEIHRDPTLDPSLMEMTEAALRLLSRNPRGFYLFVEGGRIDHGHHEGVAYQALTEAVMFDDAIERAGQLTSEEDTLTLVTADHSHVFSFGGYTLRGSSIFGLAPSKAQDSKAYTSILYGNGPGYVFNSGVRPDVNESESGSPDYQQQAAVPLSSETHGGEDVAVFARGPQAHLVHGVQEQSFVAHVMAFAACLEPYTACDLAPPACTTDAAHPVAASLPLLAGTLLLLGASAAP
beta cell repl – MIN6 beta-cell proliferation induction; 330,000 compounds, 0.29% hits; proliferation, % at 10 µM; MIN6 cells proliferation, ATPlite luminescence, 48 h; cells starved in 0.2% serum; 100% = growth in 10% serum; AID 2380;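 active means compounds whose signal lies at least 3.5 SD above the mean of all wells on their plate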;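 further: 0% = DMSO-treated cells in low-serum medium and 100% = 10% serum control; some compounds called inactive have numbers as strong as hits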
A3A deaminase – inhibitors of human APOBEC3A DNA deaminase; P31941; inhibition, % at 20 µM; recombinant A3A, FAM/TAMRA ssDNA deamination fluorescence; 330,000 compounds, 0.41% hits;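 active means at least 40% inhibition at 20 µM here, with at most 30% in a related deaminase screen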;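 further: plate controls were A3A with DMSO for no effect and wells lacking A3A enzyme for full effect; some results filed as inactive read as strong as hits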
Target sequence (P31941 whole entry, looked up): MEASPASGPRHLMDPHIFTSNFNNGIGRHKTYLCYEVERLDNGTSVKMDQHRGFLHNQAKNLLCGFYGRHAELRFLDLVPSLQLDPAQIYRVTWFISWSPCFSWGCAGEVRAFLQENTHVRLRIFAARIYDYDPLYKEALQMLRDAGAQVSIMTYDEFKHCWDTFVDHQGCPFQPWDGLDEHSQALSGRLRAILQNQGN
NALP3 yeast inh – blocks the NALP3 inflammasome reconstituted in yeast. inhibition, % at 10 µM. AID 2825. Yeast reconstituted NLRP3/ASC/caspase-1, beta-gal luminescence, 24 h. 330,000 compounds, 0.39% hits;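 active means inhibition of 50% or more; inactive means inhibition below 50%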;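 further: plate controls were induced DMSO wells for no effect and uninduced yeast grown without galactose for full effect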
mIAP activ – mouse IAP activation. muIAP, CDP-Star luminescence, 30 min; active compounds read high; 1 = vehicle-only enzyme signal, 0 = enzyme-free wells. activation factor at 10 µM. 330,000 compounds, 0.24% hits. AID 2805;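 active means activation factor of at least 2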; further: the source names both 10 and 20 µM as test concentration; values of inactives mirror those of a sister screen read the other way
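also added = chemiluminescent substrate CDP-Star | test system = mouse IAP enzyme | signal = chemiluminescence readout | compound = DMSO-dissolved test compounds | incubation = 30 min at room temperature | benchmarks = DMSO wells, no-enzyme wells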
SENP1 FRET inh – inhibitors of human SENP1 SUMO protease catalytic domain; Q9P0U3; recombinant SENP1 catalytic domain, CyPet-SUMO1-YPet FRET cleavage; inhibition, % at 10 µM; 360,000 compounds, 0.21% hits;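 active means inhibition at least 30% at 10 µM, raw YFP signal under a set limit, fluorescence ratio 0.5 to 1.5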;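 further: 0% = enzyme with DMSO and 100% = no enzyme wells; some results filed as inactive read as strong as hits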
Target sequence (Q9P0U3 419-644 limits assumed): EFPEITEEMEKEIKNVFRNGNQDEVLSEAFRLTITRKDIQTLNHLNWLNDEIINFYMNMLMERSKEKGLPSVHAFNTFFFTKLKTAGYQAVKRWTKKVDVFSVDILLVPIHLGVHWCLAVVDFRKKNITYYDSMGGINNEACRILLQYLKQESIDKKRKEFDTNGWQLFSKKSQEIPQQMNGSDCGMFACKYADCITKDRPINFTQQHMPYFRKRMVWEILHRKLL
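Material – human SENP1 catalytic domain · Input – SENP1 enzyme, 20 pM final · Compound dosing – single concentration of 10 µM compound, 0.5% DMSO final · Timing – enzyme reaction for 50 min at room temperature, dark · Measured by – FRET fluorescence in CFP and YFP emission channels · Control set – no-enzyme wells low, DMSO-plus-enzyme wells high control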
mIAP inh – mouse IAP inhibition; purified mouse IAP, CDP-Star luminescence, 30 min; inhibition, % at 10 µM; 330,000 compounds, 0.2% hits;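 active means inhibition of at least 40% at 10 µM in the primary screen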;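 further: plate controls were DMSO with enzyme for no effect and no enzyme wells for full effect; values of inactives mirror those of a sister screen read the other way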
A3G deaminase – APOBEC3G (human) deaminase inhibition; 330,000 compounds, 0.28% hits; AID 493012; recombinant A3G, ssDNA deamination FAM/TAMRA fluorescence; inhibition, % at 20 µM;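 active means inhibition of at least 40% at 20 µM, with no more than 30% in the related APOBEC3A deaminase screen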;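 further: plate controls were DMSO wells with A3G for no effect and wells lacking A3G enzyme for full effect; some compounds called inactive have numbers as strong as hits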
hIAP block – blocks human intestinal alkaline phosphatase; purified IAP, CDP-Star luminescence, 30 min; inhibition, % at 10 µM; 330,000 compounds, 0.12% hits;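 active means inhibition reaching a set limit with compound at 10 µM in the primary screen, cut at about 35% in these data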;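 further: plate controls were DMSO wells with enzyme for no effect and no-enzyme buffer wells for full effect; values of inactives mirror those of a sister screen read the other way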
Numbers without * were called inactive; nt = not tested or not shown. Only part of the results is shown; count on the stated rates, not on these rows.

smiles	hIAP activ	beta cell repl	A3A deaminase	NALP3 yeast inh	mIAP activ	SENP1 FRET inh	mIAP inh	A3G deaminase	hIAP block
Cc1csc(NC(=O)CSc2nc3sc(C)c(C)c3c(=O)[nH]2)n1	0.91	-2	-1	-10	0.81	-6	19	11	9
CCn1nc(CC(C)C)cc1C(=O)N1CCCC(Nc2ccc(F)cc2)C1 (configuration not stated)	1.3	-1	-3	16	1	-1	0	-8	-26
Cc1cccc(NC(=O)NCCCCc2ccccc2)c1	1.1	-3	0	25	2.3*	2	-132	-6	-8
COC(=O)CSc1nc(N)c(NC(=O)c2ccc(OC)c(OC)c2)c(=O)[nH]1	0.95	2	-3	10	1	1	0	-2	5
Cc1cccc(C(=O)OCC(=O)c2ccc3c(c2)OCCO3)c1O	1	-4	-4	25	1	1	-3	-8	0
Cc1cc(S(=O)(=O)N2CCN(Cc3ccc4c(c3)OCO4)CC2)cc(C)c1N1CCCC1=O	1.1	-1	-2	-17	1	1	-1	-9	-14
CC[C@H](C)[C@@H](C(=O)NCCCCCCCCCCC(=O)N1CCNCC1)n1cc(CCCCN=C(N)N)nn1	0.8	5	-5	15	1.3	4	-27	-10	20
CC(=O)c1ccc(S(=O)(=O)N2CCN(CC(=O)Nc3ccccc3C(=O)NC3CC3)CC2)cc1	1.1	-6	5	6	0.95	2	5	-2	-7
COc1cccc(-n2c(SCC(N)=O)nnc2-c2c[nH]c3ccccc23)c1	0.85	-2	1	4	1.1	3	-8	2	15
Cn1c(-c2ccccc2)cnc1NCc1ccc(-c2ccccc2)cc1	1	-5	-5	44	1.1	-4	-10	-5	-4

Arranged by value in hIAP block (ascending): some entries from above
mol,hIAP block
CCn1nc(CC(C)C)cc1C(=O)N1CCCC(Nc2ccc(F)cc2)C1 (configuration not stated),-26
Cc1cc(S(=O)(=O)N2CCN(Cc3ccc4c(c3)OCO4)CC2)cc(C)c1N1CCCC1=O,-14
Cn1c(-c2ccccc2)cnc1NCc1ccc(-c2ccccc2)cc1,-4

The listing continues.
smiles	hIAP activ	beta cell repl	A3A deaminase	NALP3 yeast inh	mIAP activ	SENP1 FRET inh	mIAP inh	A3G deaminase	hIAP block
CCOC(=O)N1CCN(C(=O)c2nn(-c3cc(OC)cc(OC)c3)c(=O)c3ccccc23)CC1	0.93	1	-4	26	1	nt	-1	-6	7
CCCC(=O)OCCNc1cc(SCCC(=O)OC)c2nonc2c1[N+](=O)[O-]	0.72	-3	1	4	0.85	-32	15	-1	28
Cc1cc(NC(=O)Cc2ccccc2)c2ccccc2n1	0.91	-6	1	14	1.1	1	-7	-9	9
O=C(C1=C[C@H](c2ccc3c(c2)OCO3)C[C@H](OCCCCO)O1)N1CCOCC1	0.88	-3	-1	7	0.93	0	7	-7	12
Cc1ccccc1NC(=S)N(C)CCc1ccccn1	1.1	-1	-1	5	1	2	-2	-5	-5
Nc1cnc(Br)cc1Br	0.86	0	-2	-15	1.1	-1	-6	-5	14
CCOC(=O)c1nnn2c1nc(Nc1cccc(C(F)(F)F)c1)c1ccccc12	1.3	-1	-2	17	1	1	-2	-6	-27
COc1ccc(CNC(=O)C[C@H]2C[C@H](C(=O)N3CCCCC3)[C@@]3(CCc4ccccc4)c4[nH]c5ccc(Cl)cc5c4CCN3C2=O)cc1OC	nt	nt	4	nt	1.2	1	-24	3	nt
Cc1cc(C(=O)CCC(=O)NCc2ccccc2F)c(C)s1	1.1	-2	-3	-1	0.99	2	1	-6	-13
CCOC(=O)C(C)c1ccc2cc(OC)ccc2c1 (configuration not stated)	0.84	-2	-2	21	0.92	1	8	-7	16
CC(C)CN(C(=O)CCCc1nc2ccccc2c(=O)[nH]1)c1c(N)n(Cc2ccccc2)c(=O)[nH]c1=O	1.1	-1	42*	7	1	-4	-3	4	-8
Cc1noc(C)c1NC(=O)Nc1ccc2c(c1)C(=O)N([C@H](C)CO)C[C@H](C)[C@@H](CN(C)C(=O)Nc1c(C)noc1C)O2	0.94	-2	0	11	1	1	-3	13	6
COc1cc(C(=S)N2CCOCC2)ccc1OC(=O)c1ccc(Br)cc1	0.88	-4	-7	21	0.95	5	4	-4	12
Cc1cc(C(=O)COC(=O)CNS(=O)(=O)c2ccc3ccccc3c2)c(C)n1-c1ccccc1	0.95	-3	-1	6	0.93	-2	7	-1	5
COc1ccc(CCC(C)NCC(C)c2ccccc2)cc1 (configuration not stated)	1	-3	-4	15	1.1	2	-8	-1	-4
COc1cccc(OC)c1OCCCOc1c(OC)cccc1OC	0.91	2	-1	2	1	3	-1	0	10
O=C(Cc1cccs1)NCc1ccncc1	0.98	-1	6	25	1.1	0	-7	16	2
O=C(CCCN1C(=O)NC2(CCCC2)C1=O)NCc1ccccc1	0.94	1	-5	9	0.95	-1	5	-10	6
COc1ccc(-c2cc(-c3ccccc3)nc(NN)n2)cc1OC	1.3	-1	2	18	1.1	-2	-7	-4	-26
O=C(CN1c2ccccc2Sc2ccccc21)NNC(=S)Nc1ccc(Cl)cc1Cl	1.6	-6	-12	15	0.91	2	9	2	-61

Printed as active in mIAP activ (from the list above):
Structure | hIAP activ | A3A deaminase | NALP3 yeast inh | mIAP activ | SENP1 FRET inh | mIAP inh | A3G deaminase | hIAP block
Cc1cccc(NC(=O)NCCCCc2ccccc2)c1 | 1.1 | 0 | 25 | 2.3* | 2 | -132 | -6 | -8

Full records from above. Screens in order: hIAP activ	beta cell repl	A3A deaminase	NALP3 yeast inh	mIAP activ	SENP1 FRET inh	mIAP inh	A3G deaminase	hIAP block
`COc1ccc(-c2cc(-c3ccccc3)nc(NN)n2)cc1OC` is listed with 1.3	-1	2	18	1.1	-2	-7	-4	-26
`COc1ccc(CCC(C)NCC(C)c2ccccc2)cc1` (configuration not stated) is listed with 1	-3	-4	15	1.1	2	-8	-1	-4
`COc1cc(C(=S)N2CCOCC2)ccc1OC(=O)c1ccc(Br)cc1` is listed with 0.88	-4	-7	21	0.95	5	4	-4	12
`O=C(Cc1cccs1)NCc1ccncc1` is listed with 0.98	-1	6	25	1.1	0	-7	16	2

New compounds follow:
smiles	hIAP activ	beta cell repl	A3A deaminase	NALP3 yeast inh	mIAP activ	SENP1 FRET inh	mIAP inh	A3G deaminase	hIAP block
O=[N+]([O-])c1ccc(/C=N/NC(=S)Nc2ccccc2C(F)(F)F)o1	1.1	1	5	22	0.68	-11	32	-2	-5
NC(=O)CSc1nnc(-c2ccc(S(=O)(=O)N3CCCC3)cc2)n1Cc1ccco1	0.95	-2	0	20	0.96	2	4	-5	5
Nc1nc(Nc2ccc(Cl)cc2)nc(NCc2ccco2)c1[N+](=O)[O-]	0.84	-2	-5	21	0.94	-1	6	-4	16
C[C@H](CO)N1C[C@H](C)[C@@H](CN(C)C(=O)Nc2ccc3c(c2)OCO3)Oc2c(NC(=O)C3CCCCC3)cccc2C1=O	0.92	-1	-4	12	0.96	1	4	-4	8
COc1ccccc1NC(=O)Nc1c(C)nn(C)c1C	1.3	-2	-6	2	1.2	1	-16	-2	-28
COc1ccc2[nH]c3nc(SCc4nnc(-c5ccccc5)o4)nnc3c2c1	1.2	-2	0	-3	0.89	3	11	-3	-22
CC(C)(C)c1ccc(C(=O)NN2C(=O)CSC2=S)cc1	1.2	0	0	16	0.83	-5	17	-7	-24
Cc1ccc(N/N=C(\C#N)C(=N)N2CCOCC2)cc1	0.9	1	-1	19	0.86	2	14	-3	10
CCn1c(N2CCN(CC(=O)c3c(C)n(C)c4ccccc34)CC2)nc2c1c(=O)[nH]c(=O)n2C	1	-3	49*	-3	1	-2	-4	11	-1
CCCCCC(=O)Nc1cccc(C2=NOC3(C2)C[C@@H](C(N)=O)N(C(=O)c2cc([N+](=O)[O-])cc([N+](=O)[O-])c2)C3)c1 (some centres not stated)	0.92	-1	2	16	1	0	0	7	8
CCC1CCCCN1S(=O)(=O)c1ccccc1[N+](=O)[O-] (configuration not stated)	1.1	-2	-2	26	0.9	0	10	-5	-6
CCCCn1c(SCC2CCCCO2)nc2cc(S(N)(=O)=O)ccc21 (configuration not stated)	1.4	-3	-7	-3	1	2	-5	-13	-38
N#CC1=C(SCc2ccccc2Cl)NC(=O)C(C(N)=O)C1 (configuration not stated)	1	-2	1	20	1	3	-3	-2	-1
Cc1cc(Sc2nnc(N)s2)c2ccccc2n1	1.2	-3	-1	18	1.1	2	-11	-7	-15
Cc1c(OCC(=O)N(C)c2ccccc2)ccc2c3c(c(=O)oc12)CCC3	0.9	0	-1	14	0.94	-2	6	-1	10
CCCCS(=O)(=O)N1CCCC(C(=O)NCCc2ccccc2)C1 (configuration not stated)	1.1	-1	-6	5	1.1	2	-8	-8	-12
Cc1ccc(OC(=O)c2cncc(Br)c2)c(C)c1	1.1	2	-4	13	0.95	1	5	0	-6
CCOc1ccc(Cn2c(C)nc([N+](=O)[O-])c2SCC(O)CCl)cc1[N+](=O)[O-] (configuration not stated)	1	-1	-2	7	1.1	1	-9	-6	-4
C[C@@H](NC(=O)/C(C#N)=C/c1ccc(O)c(O)c1)c1ccccc1	0.68	-5	-7	30	0.76	-74	24	-12	32
N#Cc1cc2ccccc2nc1SCC(=O)NC1CC1	1.1	0	3	27	1	-1	-1	2	-6
COc1ccc(C2=CC(c3c(C)nn(-c4ccccc4)c3Cl)n3nnnc3N2)cc1OC (configuration not stated)	0.95	-4	0	2	0.93	-16	7	-4	5
CCn1c(/C(C#N)=C(\O)CCc2ccccc2)nc2ccccc21	1.2	2	-5	5	0.98	-58	2	-5	-18
CSC(=S)NCc1cccnc1	1	-4	-2	-2	0.91	0	9	-7	-4
